Screens from PubChem.
OX1R antag – OX1R (human) antagonism | 1.8% of 330,000 active | OX1R-expressing cells, FRET antagonist read-out | O43613 | inhibition, % at 6.6 µM | AID 485270; in the data active means inhibition mostly above about 38%, no sharp cut-off; inactive means mostly below about 40%;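 further: 0% = agonist challenge alone and 100% = reference antagonist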
Target sequence (O43613 whole entry, looked up): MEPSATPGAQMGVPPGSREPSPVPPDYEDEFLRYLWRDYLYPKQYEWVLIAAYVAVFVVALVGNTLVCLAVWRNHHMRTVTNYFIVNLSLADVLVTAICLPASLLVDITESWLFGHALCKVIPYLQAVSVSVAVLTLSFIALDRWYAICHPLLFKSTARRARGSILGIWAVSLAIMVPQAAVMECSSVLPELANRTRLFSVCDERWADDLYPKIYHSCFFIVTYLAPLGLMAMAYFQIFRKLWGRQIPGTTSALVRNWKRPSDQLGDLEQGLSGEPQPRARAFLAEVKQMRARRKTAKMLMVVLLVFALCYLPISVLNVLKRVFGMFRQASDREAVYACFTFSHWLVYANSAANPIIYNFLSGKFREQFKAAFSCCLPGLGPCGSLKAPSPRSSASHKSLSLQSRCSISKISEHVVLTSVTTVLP
KCNQ2 inh – KCNQ2 channel blockers in CHO-K1 cells – cell-based, FluxOR thallium flux, B-score, primary screen (AID 2156); B-score at 10 µM; 20 min; stronger effect = lower value; 1.1% of 310,000 active; O88943;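 active means fluorescence ratio B-score at most minus 3 library SDs, with starting brightness B-score within 2 library SDs, cut at about -5.5 in these data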
STK33 inh – blocks human STK33 kinase activity; purified STK33, MBP phosphorylation, ADP-Glo luminescence; inhibition, % at 10 µM; 0.073% of 320,000 active;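 active means inhibition at or above 25%, using the most active replicate where run in duplicate; inactive means inhibition below 25%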
Target sequence (Q9BYT3 whole entry, looked up): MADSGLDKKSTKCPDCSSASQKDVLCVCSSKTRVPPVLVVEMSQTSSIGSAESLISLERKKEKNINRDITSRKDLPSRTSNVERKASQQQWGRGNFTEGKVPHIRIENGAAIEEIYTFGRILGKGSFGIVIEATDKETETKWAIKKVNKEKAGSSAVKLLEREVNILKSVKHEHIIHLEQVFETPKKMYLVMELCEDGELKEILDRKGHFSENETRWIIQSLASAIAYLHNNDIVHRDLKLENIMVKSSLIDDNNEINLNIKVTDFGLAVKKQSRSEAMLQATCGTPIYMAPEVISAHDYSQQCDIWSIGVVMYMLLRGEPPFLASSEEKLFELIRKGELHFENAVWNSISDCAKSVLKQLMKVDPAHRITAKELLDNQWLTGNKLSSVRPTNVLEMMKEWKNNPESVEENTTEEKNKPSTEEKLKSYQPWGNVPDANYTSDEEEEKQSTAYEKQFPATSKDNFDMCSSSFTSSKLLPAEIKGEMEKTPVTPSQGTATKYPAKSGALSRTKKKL
Starred values were filed as active, the others as inactive; i = inactive; . = no result given.

STK33 inh	OX1R antag	KCNQ2 inh	canonical_smiles
-0.5	8.3	i	COc1ccc(C(=O)NCCc2c[nH]c3ccccc23)cc1
-0.5	4.9	i	O=C(N/N=C/c1coc2ccccc2c1=O)c1cn(-c2ccccc2)nc1-c1ccc(F)cc1
-1.3	-3.2	i	COC(=O)CC1C(=O)NC(C)=C1C(=O)OC (stereo not given)
-1.6	5.5	i	Nc1c(NC2CCCCC2)c2ccccc2oc1=O
-1.7	5.5	i	Cc1cccnc1NC(=O)CCNC(=O)c1ccc(Cl)cc1
-0.2	13.6	i	O=C(COC(=O)c1cncc(Br)c1)NCc1ccccc1Cl
-0.3	22.2	i	O=C(c1ccco1)N1CCN(S(=O)(=O)c2ccc(S(=O)(=O)NC3CCCCC3)cc2)CC1
-2.4	45.5	i	O=C(Nc1nn[nH]n1)c1cccc([N+](=O)[O-])c1
0.6	7.1	i	COc1ccc(CC(NC(C)=O)C(=O)NC2CCN(C(=O)c3cc(OC)c(OC)c(OC)c3)CC2)cc1 (stereo not given)
-1.0	11.1	i	O=C(CCn1cccc(C(F)(F)F)c1=O)Nc1cccc(C(F)(F)F)c1
1.0	13.5	i	Cc1ccccc1C(=O)N/N=C1\SCC(=O)N1Cc1ccco1
-0.1	8.0	i	COc1cc(C(c2c(C)[nH][nH]c2=O)c2c(C)[nH][nH]c2=O)cc(OC)c1OC
-2.0	84.6*	i	O=C(Nc1cccc(Cl)c1)c1ccc(F)c(S(=O)(=O)NCc2cccs2)c1
-0.9	-0.1	i	Cc1cc(=O)oc2cc(OCc3ccc(S(=O)(=O)N4CCOCC4)cc3)ccc12
-0.1	9.9	i	COc1cccc(C2=NOC(C(=O)NCCCn3ccnc3)C2)c1 (stereo not given)
-2.2	7.0	i	CC(C)(C)c1cc(NC(=O)CSc2nnc(NCc3ccccc3)s2)n(-c2ccccc2)n1
-1.1	-2.0	.	CCOC(=O)[C@H]1[C@H]2COc3ccc(OC)cc3[C@@H]2N2C(=O)CN(CC3CCCO3)C(=O)[C@@]12C (stereo not given in full)
-0.7	6.5	i	O=C(NC1CCCCC1)C(c1ccc(F)cc1)N(C(=O)c1cccs1)c1ccc2c(c1)OCO2 (stereo not given)
-3.0	16.1	i	Oc1c(CN2CCN(c3ccccn3)CC2)cc(Cl)c2cccnc12
-0.9	8.9	i	CC(C)C(NC(=O)/C(=C/c1ccco1)NC(=O)c1ccc(Br)o1)C(=O)O (stereo not given)

Whole records from above. Order of screens: STK33 inh | OX1R antag | KCNQ2 inh
CC(C)(C)c1cc(NC(=O)CSc2nnc(NCc3ccccc3)s2)n(-c2ccccc2)n1 is listed as -2.2 | 7.0 | i
COC(=O)CC1C(=O)NC(C)=C1C(=O)OC (stereo not given) is listed as -1.3 | -3.2 | i

Sorted by count of non-hydrogen atoms (smallest number first): some entries from above
STK33 inh	OX1R antag	KCNQ2 inh	canonical_smiles
-1.7	5.5	i	Cc1cccnc1NC(=O)CCNC(=O)c1ccc(Cl)cc1
1.0	13.5	i	Cc1ccccc1C(=O)N/N=C1\SCC(=O)N1Cc1ccco1
-2.2	7.0	i	CC(C)(C)c1cc(NC(=O)CSc2nnc(NCc3ccccc3)s2)n(-c2ccccc2)n1
-0.5	4.9	i	O=C(N/N=C/c1coc2ccccc2c1=O)c1cn(-c2ccccc2)nc1-c1ccc(F)cc1

Following part:
STK33 inh	OX1R antag	KCNQ2 inh	canonical_smiles
-1.6	14.4	i	COc1ccc(-n2c(=S)[nH]c3cc(C(=O)NCc4ccco4)ccc3c2=O)c(OC)c1
-0.2	-8.9	i	Cc1ccc(NS(=O)(=O)c2c(C)nc3sccn3c2=O)c(C)c1
-0.4	33.0	i	CN(c1nc(-c2ccccc2)cs1)C1CCS(=O)(=O)C1 (stereo not given)
-0.7	22.7	i	O=C(O)CCCCCNC(=O)Nc1ccc2c(c1)OCCO2
-2.1	4.8	i	O=C(O)C1C2CCC(C2)C1C(=O)NCCc1cccc(Cl)c1 (stereo not given)
-3.9	5.9	i	NC(=O)C1CCN(CC(=O)Nc2nc(-c3ccccc3)cs2)CC1
-0.7	8.5	i	CC(C)c1ccc(-c2nn[nH]n2)cc1
-0.4	3.1	i	CN(Cc1nccs1)C(=O)C1CCC(=O)N(Cc2ccccc2F)C1 (stereo not given)
1.5	10.4	i	O=C(NCc1ccc2c(c1)OCO2)c1cc(S(=O)(=O)N2CCCCC2)ccc1F
-2.0	9.3	i	Cc1cc(C)c(C(=O)NCC(=O)c2ccccc2)c(C)c1
0.4	-1.9	i	CC1CCC(NC(=O)c2nn(C)c3c2CSc2ccccc2-3)CC1 (stereo not given)
2.0	19.1	i	COCCN(CCOC)S(=O)(=O)c1ccc(Cl)nc1
11.1	22.2	i	Brc1ccc(-c2nnc(-c3cccc(Br)c3)o2)cc1
0.0	6.0	i	O=C(Cc1ccc(F)cc1)Nc1ccc2[nH]ncc2c1
-2.0	2.0	.	CCOc1ncccc1C(=O)Nc1ccc(S(=O)(=O)N2CC(C)CC(C)C2)cc1 (stereo not given)
0.0	34.8	i	CCOc1cc(C(=O)O/N=C(\N)c2ccccn2)cc(OCC)c1OCC
-2.9	20.6	i	CN1C2C=C3C(C#N)=C(N)C(C#N)(C#N)[C@@H](c4ccc(Cl)cc4)[C@@H]3C1CC2 (stereo not given in full)
-0.1	8.2	i	CCOc1ccc(NC(=O)c2cccc(-n3cnnn3)c2)cc1
-4.1	13.8	i	Cc1ccc2c(c1)C1(OCCCO1)C(=O)N2
-0.3	63.7*	i	O=[N+]([O-])c1ccc(-c2nc(-c3ccncc3)no2)cc1
5.0	12.2	i	CNC(=O)NC(=O)C(NC1CCCc2ccccc21)c1ccccc1 (stereo not given)
0.2	13.3	i	CCCCC(=O)Nc1cccc(NC(=S)NC(=O)Cc2ccccc2)c1
1.4	22.4	i	COc1cc(/C=N/NC(=O)c2ccc3nc[nH]c3c2)ccc1O
-0.1	24.6	i	Cc1ccc(C)c(N2CCN(C(=O)Cc3ccc(-n4c(=O)[nH]c5ccsc5c4=O)cc3)CC2)c1
0.5	12.2	.	CC(Oc1ccc(Cl)cc1)C(=O)Nc1ccccc1N1CCOCC1 (stereo not given)
-0.4	7.0	i	COc1ccccc1NC(=O)/C(=C\c1cccnc1)NC(=O)c1ccccc1
1.0	7.4	i	O=C(O)c1sc2cccc(Cl)c2c1Cl
-1.1	35.3	i	COc1cc(NC(=O)c2cccc(Cl)c2)c(OC)cc1NC(=O)CN1CCOCC1
-0.4	11.1	i	COc1ccc(-c2noc(CCC(=O)NC3CCCC3)n2)cc1
-1.7	7.4	i	CCN(CC)S(=O)(=O)c1cccc(-c2nnc(SCC(=O)NC3CCCC3)n2N)c1
0.2	16.4	i	CC(=O)c1ccc(NC(=O)CSc2n[nH]c(-c3cccnc3)n2)cc1
-1.6	-0.4	i	COc1ccc(Oc2coc3cc(OC(=O)/C=C/c4ccc(F)cc4)ccc3c2=O)cc1
-1.1	4.3	i	N#CCCCSC1=C(C#N)C(c2ccccc2Cl)CC(=O)N1 (stereo not given)
0.4	57.3	i	Cc1cc(Nc2cccc([N+](=O)[O-])c2)n2c(nc3ccccc32)c1C#N
-0.6	32.7	.	OCC[C@H]1C[C@H](O)[C@@H](O)[C@]2(Cc3ccccc3O2)O1
0.5	18.7	i	CC(=O)N1CCN(S(=O)(=O)c2cccc(C(=O)Nc3nc4c(s3)CCCC4)c2)CC1
-0.9	17.5	i	O=C(NN=C(Cc1ccccc1)Cc1ccccc1)c1ccccc1O
-0.6	0.8	i	O=C(C[n+]1ccccc1)c1ccc(Cl)cc1
-0.1	13.7	i	O=C(NC1CCN(C(=S)Nc2ccc(Cl)cc2)CC1)C1CCCCC1
-0.2	7.7	i	Cc1ccccc1NC(=S)N/N=C1\CC(C)(C)Oc2ccc(O)cc21
-0.2	13.5	i	CC1CCN(CCc2nc3cc(NS(=O)(=O)c4ccccc4)ccc3n2C)CC1
-1.1	1.3	i	COC(=O)c1ccc(NC(=S)N2CCN(C)CC2)cc1
0.9	11.7	i	COc1ccccc1NC(=O)CN1CCC(c2nc3ccc(C)cc3[nH]2)CC1
2.3	36.4	i	CCN(CC)P(=O)(Nc1ccc(C)cc1Br)c1ccc(N(C)C)cc1NC(=O)c1ccco1 (stereo not given)
0.8	8.5	.	O=C(COC(=O)c1cc[n+]([O-])cc1)Nc1ccc(Cl)c(C(F)(F)F)c1
0.0	19.4	i	Cc1[nH]c2ccccc2c1C1(O)C(=O)N(Cc2ccc3c(c2)OCO3)c2ccccc21 (stereo not given)
1.1	1.1	i	CCN(CC)c1ccc(C(=O)OCC(=O)N2CCCC2)cc1
-0.4	14.0	i	COC(=O)/C(C#N)=C/c1c(N2CCN(c3ccc(OC)cc3)CC2)nc2c(C)cccn2c1=O
-7.2	6.1	i	C=CCNc1cnn(CC(C)=O)c(=O)c1Br
1.5	11.2	i	Oc1cc(-c2ccccc2)c2ccccc2c1
-2.2	4.2	i	OCCC1CN(C2CCN(c3ccccc3)CC2)CCN1Cc1ccc(F)c(F)c1 (stereo not given)
-1.1	17.2	i	COc1ccc(NC(=O)CCNS(=O)(=O)c2ccccc2F)cc1S(N)(=O)=O
-1.3	27.1	i	CC(=O)CSc1nnc(Cc2ccc([N+](=O)[O-])cc2)o1
-2.2	10.9	i	Cn1c(/C=C/c2cccc([N+](=O)[O-])c2)nc2ccccc2c1=O
0.0	1.8	.	CC(=O)c1cccc(NC(=O)CSc2n[nH]c(-c3ccncc3)n2)c1
-0.7	7.2	i	Cc1cc(C(=O)N(CCC#N)Cc2cccs2)no1
-1.0	-1.4	i	Cc1cc(C)nc(SCCCNCc2ccccc2)n1
-1.8	10.1	i	CCCc1ccc(OCCNC(=O)C2CCCCC2)cc1
0.7	4.7	i	CCc1ccc(NC(=O)c2cc(-c3ccco3)on2)cc1
-2.4	21.5	i	C=CCN(C(=O)c1csnn1)C(C(=O)NCc1ccccc1)c1ccccc1F (stereo not given)

Entries listed above that bear a hit mark in OX1R antag.
STK33 inh	OX1R antag	KCNQ2 inh	canonical_smiles
-2.0	84.6*	i	O=C(Nc1cccc(Cl)c1)c1ccc(F)c(S(=O)(=O)NCc2cccs2)c1
-0.3	63.7*	i	O=[N+]([O-])c1ccc(-c2nc(-c3ccncc3)no2)cc1

Continuation.
STK33 inh	OX1R antag	KCNQ2 inh	canonical_smiles
-0.6	12.8	.	Cc1cc(C)cc(NC(=O)C(c2ccccc2)N2CCN(CC(=O)NC3CC3)CC2)c1 (stereo not given)
-0.1	18.6	i	C=CCn1c(SCC(=O)/C(C#N)=C(\C)N)nnc1C1CCCCC1
-1.8	-7.5	i	C=CCn1c(SCCOC)nc2c1c(=O)[nH]c(=O)n2C
-1.4	-0.7	i	Brc1ccc(CN2CCSCC2)cc1
-1.4	20.3	i	COc1ccc(CCNc2oc(COc3ccccc3Cl)nc2C#N)cc1OC
-1.3	4.0	i	COCc1cc(=O)[nH]c(N2CCN(C(=O)c3ccco3)CC2)n1
-0.5	18.9	i	O=C(c1cc(-c2ccccc2)nn1-c1ccccc1)N1CCN(S(=O)(=O)c2c(F)cccc2F)CC1
-1.0	5.5	i	COC(=O)CSc1nnc(CNC(=O)c2ccc(OC)cc2OC)n1C
-0.8	27.2	i	CCC1=[N+](CC(=O)c2ccc(C)cc2)CCn2c(C)ccc21
-1.2	26.7	-9.15*	O=C(NCCC(=O)N(CCc1ccccc1)Cc1ccccc1)c1ccc(Br)cc1
-2.3	3.3	i	Cc1ccc(CNc2ncnc3c2cnn3-c2ccccc2)cc1
-1.3	2.4	i	Cc1ccc(OCC(O)Cn2nc(C)cc2C)cc1 (stereo not given)
-1.2	-5.2	i	CC(C)Cn1c2c(c(O)c(C(=O)Nc3ccc(F)cc3)c1=O)CCCC2
0.5	27.2	i	Cc1sc2nc(C3CC3)nc(NCCNS(=O)(=O)c3ccccc3)c2c1C
-0.9	4.8	i	O=C(c1cccc2ccccc12)N1CCN=C1SCc1ccc([N+](=O)[O-])cc1
0.6	2.8	i	CCCN(CCC)C(=S)NC1CC2C=CC1C2 (stereo not given)
-0.9	-1.1	.	CC(NC(=O)COC(=O)c1ccc(N2CCCC2=O)cc1)c1ccc(F)cc1 (stereo not given)
-0.2	5.7	i	CN(C)C(CNC(=O)C1CCN(S(=O)(=O)c2cccc(Cl)c2Cl)CC1)c1ccccc1 (stereo not given)
-0.3	32.7	i	CCCCC1=CC2=CC(=O)C(C)(OC(=O)CC)C(=O)C2=CN1CC(C)C (stereo not given)
-0.7	30.4	i	O=C(NCC(=O)N(CC1CCCO1)C(C(=O)NC1CCCC1)c1cccnc1)c1ccco1 (stereo not given)
-0.2	0.4	i	CCOc1cc(NC(=O)c2ccccn2)c(OCC)cc1NC(=O)c1ccccc1
-1.5	5.4	i	Cc1ccc2c(CN3CCOCC3)cc(=O)oc2c1
0.4	.	i	N#C/C(=C\c1ccc[nH]1)C(=O)Nc1ccccc1F
-3.4	-3.1	i	NS(=O)(=O)c1ccc(NC2(C(=O)O)CCCC2)cc1
-0.5	7.2	i	Cc1ccc(-n2ccnc2SCC(=O)O)cc1C
-0.1	23.5	i	CCC(=O)NC(=S)Nc1cccc(Cl)c1N1CCCCC1
-0.1	12.0	i	CCOC(=O)C1(CC2CCCCO2)CCN(Cc2nc(C(C)C)cs2)CC1 (stereo not given)
-0.9	3.2	i	COc1ccc2oc(=O)c(C(=O)N3CCN(c4ccccc4C)CC3)cc2c1
-0.3	13.8	.	COc1ccc(C2=NS(=O)(=O)N(C)C(C(=O)Nc3ccc4c(c3)OCO4)=C2)cc1
-0.9	-1.1	i	CC(=O)Nc1c2c(nn1-c1ccccc1C)CS(=O)(=O)C2
-0.6	13.3	i	O=C(/C=C/c1ccccc1)OCCCN=C1NS(=O)(=O)c2ccccc21
-0.9	12.4	i	C/C(=N\NC(=S)NC(C)C)c1ccc(Cl)s1
0.5	18.3	i	COc1cccc(OCC(=O)Nc2ccc(OC)c(OC)c2)c1
-0.8	16.6	i	CN(Cc1ccccc1)C(=O)CSc1cc(=O)n(C)c2ccccc12
